# NPYLR7 agonist = mosquito NPYLR7 agonism | 270,000 compounds, 0.15% hits | HEK293T NPYLR7/Galpha15, GCaMP6s calcium fluorescence | activation, % at 10 µM; in the data active = activation above about 40%;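 note: 0% = vehicle and 100% = reference agonist at the receptor; some compounds past the cut are filed as inactive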
# mcGAS inh = mouse cGAS inhibition by luminescence; Q8C6L5; recombinant cGAS, Kinase-Glo ATP depletion luminescence; inhibition, % at 12.5 µM; 160,000 compounds, 0.15% hits; AID 1259399;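 note: 0% = negative control wells and 100% = reference inhibitor with no enzyme activity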
# hcGAS lum = human cGAS inhibition. inhibition, % at 12.5 µM. recombinant h-cGAS, ATP depletion, Kinase-Glo luminescence. Q8N884. AID 1259398. 290,000 compounds, 0.081% hits;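 note: 0% = vehicle reaction and 100% = reaction without DNA for no activity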
# Target sequence (Q8N884 whole entry, looked up): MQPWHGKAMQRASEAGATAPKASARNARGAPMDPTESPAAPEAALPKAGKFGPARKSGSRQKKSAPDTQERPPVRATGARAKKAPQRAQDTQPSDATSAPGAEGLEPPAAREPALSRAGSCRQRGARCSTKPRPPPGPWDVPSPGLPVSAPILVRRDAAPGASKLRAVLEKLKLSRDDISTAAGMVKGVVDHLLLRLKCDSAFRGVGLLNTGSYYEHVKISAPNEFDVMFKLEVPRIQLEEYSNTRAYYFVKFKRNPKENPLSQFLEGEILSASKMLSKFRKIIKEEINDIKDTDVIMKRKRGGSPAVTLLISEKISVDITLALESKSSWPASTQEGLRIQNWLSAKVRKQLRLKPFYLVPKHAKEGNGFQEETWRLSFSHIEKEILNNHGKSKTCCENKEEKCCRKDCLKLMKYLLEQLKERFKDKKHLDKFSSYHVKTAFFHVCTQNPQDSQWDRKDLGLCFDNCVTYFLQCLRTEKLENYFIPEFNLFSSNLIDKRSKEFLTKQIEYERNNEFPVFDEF
# * hit, by the source's call; nt = not tested or not shown; & = joins results of further samples. Cut-off read from the data, not from the text of the source, unless noted: active = inhibition above about 40%; inactive = the rest.
SMILES,NPYLR7 agonist,mcGAS inh,hcGAS lum
CC(=O)c1ccc(N2CCN(C(=O)c3cccc(F)c3F)CC2)c(F)c1,-1,-2,1
Cc1ccc(S(=O)(=O)N2CCCCC2C(=O)NC(C)C)cc1 (stereo not given),2,-2,1
COC(=NCCC(C)C)NC(=O)c1ccccc1Cl,20,-4,-1
c1cc2c(cc1C1(CNc3ccc4nnnn4n3)CCCC1)OCCO2,3,nt,-6
O=C(CCN1Cc2ccccc2C1=O)N1CCCC(c2ccn[nH]2)C1 (stereo not given),3,nt,-2
CCc1nc2ccc(C(=O)N3CCNC(=O)C3)cn2c1N(C)C(=O)Nc1ccccc1OC,-4,-3,-4
Cc1nonc1CC(=O)N1CCc2[nH]nc(-c3ccc(C(F)(F)F)cc3)c2C1,24,nt,0
CCNC(=O)O[C@H]1C(=O)N(C)C2(CCN(C(=O)c3ccccc3OCC)CC2)[C@@H]1C(=O)NC,24,-4,3
CC(C(=O)Nc1c(Cl)cccc1Cl)N1CCN(c2nccs2)CC1 (stereo not given),11,-9,-12
COc1ccc(N2CCN(C(=O)C3CC=CCC3C(=O)NC3CCCC(C)C3)CC2)cc1 (stereo not given),-9,nt,-4
CC(=O)c1ccc(OCc2c(-c3ccccc3)nnn2CC(=O)NS(=O)(=O)c2ccc(C)cc2)cc1,6,nt,-7
COc1ccc(N2CN(C(=O)CN(C(=O)C(C)(C)CCl)C3CC3)CC2=O)cc1,4,-1,-1
O=[N+]([O-])c1ccc(Cl)c(S(=O)(=O)Oc2cccc3ccccc23)c1,0,nt,-7
CCN1CCN(CCNc2nc(C3CC3)nc3c2CCC3)CC1,nt,-4,-8
CCOc1cc(C2NC(=O)N(C)C(C)=C2C(=O)OC)ccc1O (stereo not given),-8,-6,-2
Cc1ccc(C2C(=C(O)c3ccc(F)cc3)C(=O)C(=O)N2CCN2CCOCC2)o1 (stereo not given),2,-2,1
Cc1ccc(CN2CCOc3ccc(C(C)(O)COc4ccccc4)cc3C2)s1 (stereo not given),-6,-2,2
Cc1ccc(F)c(S(=O)(=O)NC(=O)C2(C)CCN2C(=O)Cc2cc(F)ccc2F)c1 (stereo not given),0,nt,-9
COc1ccc2ccccc2c1-c1nccn1CCN1CCOCC1,7,-15,-3
O=C(NCCn1cccn1)C1CCCN(c2nc(-c3ccccc3)nc3c2CCC3)C1 (stereo not given),5,nt,-4
COc1cc(-c2nccn2CCN2CCN(C)CC2)cc2c1OCO2,0,nt,-8
O=C(NCc1cccnc1)c1cc2n(n1)CCN(Cc1ccccc1Cl)C2=O,14,-8,-4
COc1ncccc1CNC(=O)NC1CCN(CC(F)(F)F)C1 (stereo not given),-7,nt,-7
CCC(C(=O)N1CCN(C(C(=O)N2CCSCC2)C2CCCC2)CC1)c1ccccc1 (stereo not given),2,-1,-6
C=CCc1cc(CN2CCN(Cc3ccc4c(c3)OCO4)CC2)c(O)c(OC)c1,0,nt,-8
Cc1ccc(/C=C2\SC(=S)N(CCC(=O)NNC(=O)c3cccc(Cl)c3)C2=O)cc1,2,-4,-4
COc1ccc2nc(-c3cccc(NS(=O)(=O)c4ccc(OC)c(OC)c4)c3)cn2n1,-9,-8,-4
C/C=C\COC1CCCN(S(=O)(=O)c2ccc(C)cc2)C1 (stereo not given),-1,-4,-4
c1ccc(-c2nc3ccccn3c2Nc2ccc3c(c2)OCCO3)cc1,6,nt,-12
CCN(CC)c1ccc2cc(C(N)=O)/c(=N\NC(N)=S)oc2c1,130*,3,-7
CCN(CC)c1onc(-c2ccccc2)c1CN(CC1CC1)C(=O)c1ccc2c(c1)OCO2,10,-6,-7
CC1(C)C(C=C(Cl)Cl)C1C(=O)N1CCCCC1 (stereo not given),nt,-3,-1
CCN(CC)c1ccc(C2C3C(=O)CC(C)(C)CC3=Nc3ccccc3N2C(=O)Cc2ccccc2)cc1 (stereo not given),-6,-7,-4
Cc1noc(C)c1C1CCCN1C(=O)Cc1ccc2c(c1)NC(=O)CO2 (stereo not given),5,nt,-7
O=C1C=C(NCCc2ccccc2)CC(c2ccccc2)C1 (stereo not given),-4,-5,-5
COC(=O)c1cccc(Oc2nnc(-c3ccc(F)cc3)c3ccccc23)c1,-7,0,0
COc1ccccc1Oc1ncccc1CNCc1ccc2c(c1)CCO2,0,nt,-7
CC(C)CC(=O)Nc1ccc(N(C)C)c(CN(C(=O)c2ccccc2Cl)C2CC2)c1,24,-9,0
O=C(Nc1ccc(Cl)cc1)C(C1CCCC1)N1CCN(C(=O)CCc2ccccc2)CC1 (stereo not given),-3,1,2
CC(=O)OC(C(=O)N1CCC(Cc2ccc(-n3cccc3)cc2)CC1)c1ccccc1 (stereo not given),6,-4,-2
O=C(c1ccc(OCC2CC2)cc1)N(CC(F)F)C1CC1,7,nt,8
CC(Cn1cccn1)c1nc(CCc2ccccc2)nn1-c1ccccn1 (stereo not given),-7,-10,-4
COc1ccc(-c2nc(NCc3ccc(F)c(C)c3)[nH]c(=O)c2C#N)cc1,3,nt,2
CC1(C)O[C@@H]2C[C@@](OCc3cccc(F)c3)(C(=O)NC3CC3)CC(OCc3ccccc3C#N)[C@@H]2O1 (stereo not given in full),18,-8,-8
CC(=O)c1ccc(N2CCCC(CO)(CCOc3ccccc3)C2)nc1 (stereo not given),-3,-13,-4
CCOC(=O)NC(=O)CSc1nnnn1-c1c(C)cccc1C,2,-10,-9
Cc1c(C(C)C)c(=O)oc2cc(O)ccc12,25,nt,-5
CN(C)c1nc2c(c(=O)[nH]1)CCN(C(=O)c1cn3cc(Cl)ccc3n1)C2,-11,nt,7
O=C(c1cn2c(n1)CCC(c1cc(F)ccc1F)C2)N1CCOCC1 (stereo not given),nt,-5,-4
COC(=O)[C@@H](C)NC(=O)c1ccc(Oc2ccc(OC)cc2)cc1,10,nt,-9
CCN(CCCNC(=O)C1CCCN(c2cnc3ccccc3n2)C1)c1ccccc1 (stereo not given),19,-6,-3
CCNC(=O)[C@@H]1C[C@@H](N)CN1C(=O)c1ccccc1-n1cccn1,21,-17,-4
CC(C)(C)C(=O)OCCc1cn[nH]c1C(F)(F)F,-10,-13,-6
COc1ccc(F)cc1C(=O)Nc1cnc2n1CCCC2,6,-17,-1
O=C(NCc1ccco1)c1cnn2c(C(F)(F)F)cc(-c3ccc4c(c3)OCO4)nc12,-5,-3,-4
CS(=O)(=O)c1ccc(C(=O)N(Cc2ccccn2)c2nc3c(F)cc(F)cc3s2)cc1,2,-9,-1
CC1=NC2=C(C(=O)CC(C)(C)C2)C(c2ccc([N+](=O)[O-])cc2)C1C(=O)OC1CCCCC1 (stereo not given),8,-6,-2
O=C(NCc1ccccn1)c1cnn(-c2ccccc2Cl)c1-c1ccccc1,6,-4,-4
Cc1ccn2c(NC(C)(C)CC(C)(C)C)c(-c3cccc(OC(=O)Cc4ccc(F)cc4)c3)nc2c1,6,-4,-7
CCOC(=O)c1c(NC(=O)c2ccc(C)cc2)sc(C(=O)Nc2ccccc2OC)c1C,-7,-4,-7
# Further compounds
SMILES,NPYLR7 agonist,mcGAS inh,hcGAS lum
CCN(C)C(=O)c1csc(-c2ccc(OCc3ccc(F)cc3F)cc2)n1,nt,-5,-5
COC[C@@H]1CCCN1C(=O)C1CCCN1c1cc(Nc2cccc(Br)c2)ncn1 (stereo not given in full),1,-4,-2
OCCCNCC1CC1(c1ccccc1)c1ccccc1 (stereo not given),2,1,6
COCc1[nH]nc(N)c1-c1ccc(C)cc1,-2,-2,-1
CCC(C)N(Cc1cccnc1)C(=O)c1ccc2nccn2c1 (stereo not given),16,nt,-6
CC[C@H]1CN(C(=O)c2ccc3[nH]c4c(c3c2)CCCC4)CC[C@@]1(C)O,6,-11,-6
COc1ccc(CCN2CC(C(=O)N3CCC(O)(c4ccccc4)CC3)CCC2=O)cc1 (stereo not given),-3,nt,4
CCC(C)NC(=O)NC(=O)CSc1nnc(C2CC2)n1C1CC1 (stereo not given),-3,nt,3
CC(Oc1cccc(Cl)c1)C(=O)NNC(=O)c1nn(C)c(=O)c2ccccc12 (stereo not given),-4,nt,5
O=C(O)CC/C(=N/NC(=O)CCc1ccccc1)c1ccccc1,2,nt,0
O=C1OC(/C=C/c2cccc(Cl)c2Cl)=NC/1=C/c1ccc2c(c1)OCO2,-7,-5,3
COc1ccc(F)cc1Oc1ccc2c(C3CC3)noc2n1,4,-4,-3
COCCc1nc2ccc(C(=O)N3CCCC(C(=O)N4CCOCC4)C3)cc2o1 (stereo not given),3,nt,-6
CCN(C(=O)COc1nc(C(C)(C)C)no1)C1CC1,2,nt,-5
COc1cc(C(=O)N2CCc3ccccc3C2c2ccccc2Cl)cc(OC)c1OC (stereo not given),-5,-9,-8

# Pulled one by one from the entries so far (two):
SMILES,NPYLR7 agonist,mcGAS inh,hcGAS lum
COc1cc(C(=O)N2CCc3ccccc3C2c2ccccc2Cl)cc(OC)c1OC (stereo not given),-5,-9,-8
COC(=O)c1cccc(Oc2nnc(-c3ccc(F)cc3)c3ccccc23)c1,-7,0,0

# Following part:
SMILES,NPYLR7 agonist,mcGAS inh,hcGAS lum
COCCC1(NC(=O)c2ccoc2)CCN(CC2CC2)CC1,nt,-5,-7
Cc1n[nH]c(C)c1CCN(C)Cc1cn(C)nc1-c1ccc2c(c1)OCCO2,-2&1,nt,2&2
COc1ccc(F)cc1C(=O)C1CCCN(C(=O)Nc2ccc(F)cc2)C1 (stereo not given),11,-10,-7
CN1CCNC(=O)C1CC(=O)N1CCN(CCc2ccncc2)CC1 (stereo not given),-1,nt,-5
Cn1nc2c(c1C(=O)NCC1CN(S(C)(=O)=O)CCO1)CCCC2 (stereo not given),nt,-4,-8
COn1c(C2CC2)nc2cc3ccccc3cc2c1=O,7,1,6
COCCN(CC(=O)N(C)C)S(=O)(=O)c1cc(F)ccc1F,10,nt,3
Cc1nn(-c2ccccc2)c(Cl)c1COc1cc(Cl)ccc1C(N)=O,1,nt,-9
O=C(C1CCCN(S(=O)(=O)N2CCOCC2)C1)N1CCCCC1 (stereo not given),2,nt,-6
Cn1c(Cc2cccs2)nnc1SCC(=O)C12CC3CC(CC(C3)C1)C2,-1,-8,-11
C=CCOc1ccccc1CN1C(=O)C2(SC(NC(C)=O)=NN2C(C)=O)c2cc(C)ccc21 (stereo not given),2,-8,-3
CC1CN(CC2CCCN2Cc2cccc(C(N)=O)c2)CC(C)O1 (stereo not given),-2,nt,3
O=C(NCCn1ncc2c(=O)n(Cc3cccc(C(F)(F)F)c3)cnc21)c1ccc2c(c1)OCO2,-5,-9,-9
O=C(Nc1ccc(Cl)cc1)c1cnn2c(C(F)(F)F)cc(-c3ccc(Br)cc3)nc12,5,-3,-3
CC(C)SCC(=O)N(C)CC1CCCCO1 (stereo not given),16,nt,-5
O=C(/C=C/C(=O)N1CCCC1c1cccs1)NCc1cccnc1 (stereo not given),0,nt,-7
CCCC(=O)OCC(=O)NCc1ccc(OC)cc1,-5,nt,3
CC1CCN(c2ccc(NC(=O)c3ccc4ccccc4c3)cc2C(=O)N2CCCC2)CC1,0,-6,1
O=C(NC1CCSc2ccc(F)cc21)C1CCCc2ccccc21 (stereo not given),0,-18,-10
Cc1ccc(NC(=O)N2CCN(c3nc(C)nc(C)c3Cc3ccccc3F)CC2)c(C)c1,5,-4,-2
C=CCN(Cc1ccccn1)C(=O)C(C)Oc1cc(C)ccc1C (stereo not given),-1,nt,-8
CCCNCC(=O)c1c(CC)[nH]n(-c2cccc(C)c2C)c1=O,17,nt,-5

# A run of entries of the results above:
SMILES,NPYLR7 agonist,mcGAS inh,hcGAS lum
COc1ccc(F)cc1C(=O)C1CCCN(C(=O)Nc2ccc(F)cc2)C1 (stereo not given),11,-10,-7
CN1CCNC(=O)C1CC(=O)N1CCN(CCc2ccncc2)CC1 (stereo not given),-1,nt,-5
Cn1nc2c(c1C(=O)NCC1CN(S(C)(=O)=O)CCO1)CCCC2 (stereo not given),nt,-4,-8
COn1c(C2CC2)nc2cc3ccccc3cc2c1=O,7,1,6
COCCN(CC(=O)N(C)C)S(=O)(=O)c1cc(F)ccc1F,10,nt,3
Cc1nn(-c2ccccc2)c(Cl)c1COc1cc(Cl)ccc1C(N)=O,1,nt,-9
O=C(C1CCCN(S(=O)(=O)N2CCOCC2)C1)N1CCCCC1 (stereo not given),2,nt,-6
Cn1c(Cc2cccs2)nnc1SCC(=O)C12CC3CC(CC(C3)C1)C2,-1,-8,-11
C=CCOc1ccccc1CN1C(=O)C2(SC(NC(C)=O)=NN2C(C)=O)c2cc(C)ccc21 (stereo not given),2,-8,-3
CC1CN(CC2CCCN2Cc2cccc(C(N)=O)c2)CC(C)O1 (stereo not given),-2,nt,3
O=C(NCCn1ncc2c(=O)n(Cc3cccc(C(F)(F)F)c3)cnc21)c1ccc2c(c1)OCO2,-5,-9,-9
O=C(Nc1ccc(Cl)cc1)c1cnn2c(C(F)(F)F)cc(-c3ccc(Br)cc3)nc12,5,-3,-3
CC(C)SCC(=O)N(C)CC1CCCCO1 (stereo not given),16,nt,-5
O=C(/C=C/C(=O)N1CCCC1c1cccs1)NCc1cccnc1 (stereo not given),0,nt,-7
CCCC(=O)OCC(=O)NCc1ccc(OC)cc1,-5,nt,3
CC1CCN(c2ccc(NC(=O)c3ccc4ccccc4c3)cc2C(=O)N2CCCC2)CC1,0,-6,1
O=C(NC1CCSc2ccc(F)cc21)C1CCCc2ccccc21 (stereo not given),0,-18,-10
Cc1ccc(NC(=O)N2CCN(c3nc(C)nc(C)c3Cc3ccccc3F)CC2)c(C)c1,5,-4,-2
C=CCN(Cc1ccccn1)C(=O)C(C)Oc1cc(C)ccc1C (stereo not given),-1,nt,-8
